Compound activity from PubChem.
IP6K1 inhibitor: Primary qHTS assay for small molecule inhibitors of Inositol hexaphosphate kinase 1 (IP6K1); AID 1645851, 2021; Inositol hexakisphosphate kinase 1 (Homo sapiens), Q92551; activity change, % (series mostly up to about 58 µM); IP6K1 kinase, ADP-Glo luminescence, 2 h; hits give low values; hit rate 0.81% among 140,000; in the data active means activity change below about -25%
Target sequence (Q92551 whole entry, looked up): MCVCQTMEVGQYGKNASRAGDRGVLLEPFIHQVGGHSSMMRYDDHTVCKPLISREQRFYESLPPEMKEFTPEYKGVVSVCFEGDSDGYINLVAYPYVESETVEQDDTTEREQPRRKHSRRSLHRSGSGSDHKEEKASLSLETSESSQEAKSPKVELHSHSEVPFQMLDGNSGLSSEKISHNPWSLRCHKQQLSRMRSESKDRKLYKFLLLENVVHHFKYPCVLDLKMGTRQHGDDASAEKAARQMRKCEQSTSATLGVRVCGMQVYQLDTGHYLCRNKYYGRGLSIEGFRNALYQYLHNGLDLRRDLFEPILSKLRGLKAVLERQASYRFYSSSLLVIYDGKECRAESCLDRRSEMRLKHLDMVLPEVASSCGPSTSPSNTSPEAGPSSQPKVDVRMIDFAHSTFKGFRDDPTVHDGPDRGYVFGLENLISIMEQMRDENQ
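ADP-Glo luminescence measures ADP made by human IP6K1 during a 2 h RT reaction with ATP/IP6 (mix at 1.3 mM/130 uM); top library doses 57.5 and 19.1 uM final.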
NIH3T3 tox: Cytotoxic Profiling in NIH 3T3 Cell Line of Diverse Libraries Using Quantitative High-Throughput Screening | NIH 3T3 viability, CellTiter-Glo ATP luminescence, 48-72 h | Potency, µM (series often up to 96.7 µM), for the others: at the highest dose activity change, negative = cytotoxicity, hits mostly inhibitors | hit rate 4.3% among 94,000 | AID 1345082, 2018; further: potency means the concentration at half of the fitted maximal effect; nearly all actives have a fitted effect of over 55% in size
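Cytotoxicity was measured by CellTiter-Glo ATP luminescence after 48 or 72 h compound exposure at 37 °C. Mouse NIH 3T3 fibroblasts were seeded at 400 cells/well and dosed by 23 nL pin transfer.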
SNCA viab count: GF-AFC viability counterscreen for inhibitors of alpha-synuclein gene (SNCA) expression | HEK-293-SNCA-luc viability, GF-AFC fluorescence, 24 h | Potency, µM (series often up to 57.1 µM), for the others: at the highest dose activity change, negative = cytotoxicity, actives largely listed as cytotoxic | hit rate 0.12% among 150,000 | AID 1671193, 2021;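 further: potency means the concentration at half of the fitted maximal effect; 0% = DMSO-treated cells and -100% = medium-only wells without cells; nearly all actives have a fitted effect of over 30% in size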
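Cytotoxicity counterscreen: after 24 h compound treatment of genome-edited SNCA-luciferase HEK-293 cells, live-cell protease substrate GF-AFC read by fluorescence after 30 min; activity scaled between DMSO (0%) and medium-only (-100%), curves Hill-fitted.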
SNCA expr inhib: Primary qHTS assay for inhibitors of alpha-synuclein gene (SNCA) expression. hit rate 0.17% among 140,000. Potency, µM (highest dose often 57.2 µM), for inactives: at the highest dose activity change, negative = inhibition, hits mostly inhibitors. HEK-293 SNCA-luciferase knock-in, luminescence, 24 h;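 further: potency means the concentration at half of the fitted maximal effect; plate controls were DMSO cells for no effect and cell-free wells for full effect; nearly all actives have a fitted effect of over 45% in size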
GPT2 inh: Primary qHTS assay for inhibitors of Glutamate pyruvate transaminase 2 (GPT2). Potency, µM (top dose mostly 57.7 µM), for inactives: at the top dose activity change, negative = inhibition, usual class: inhibitors. AID 1671188, 2021. hit rate 0.25% among 100,000. Recombinant GPT2, coupled pyruvate oxidase/HRP Amplex Red fluorescence; further: potency means the concentration at half of the fitted maximal effect; nearly all actives have a fitted effect of over 60% in size; many of its hits are not listed in these tables
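Inhibition is scored from Amplex Red fluorescence generated when pyruvate oxidase and HRP act on pyruvate released by GPT2. Reactions contain 10ng/uL enzyme, 250uM a-KG and 2mM L-alanine and run 30 min at room temperature.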
FLuc inh: Firefly luciferase inhibition profiling of diverse chemical library using quantitative high-throughput screening; purified P. pyralis luciferase, luminescence, biochemical; Potency, µM (doses to about 115 µM), for inactives: at the highest dose activity change, negative = inhibition, usual class: inhibitors; hit rate 2.5% among 76,000; further: potency means the concentration at half of the fitted maximal effect; nearly all actives have a fitted effect of over 65% in size
Target sequence (P08659 whole entry, looked up): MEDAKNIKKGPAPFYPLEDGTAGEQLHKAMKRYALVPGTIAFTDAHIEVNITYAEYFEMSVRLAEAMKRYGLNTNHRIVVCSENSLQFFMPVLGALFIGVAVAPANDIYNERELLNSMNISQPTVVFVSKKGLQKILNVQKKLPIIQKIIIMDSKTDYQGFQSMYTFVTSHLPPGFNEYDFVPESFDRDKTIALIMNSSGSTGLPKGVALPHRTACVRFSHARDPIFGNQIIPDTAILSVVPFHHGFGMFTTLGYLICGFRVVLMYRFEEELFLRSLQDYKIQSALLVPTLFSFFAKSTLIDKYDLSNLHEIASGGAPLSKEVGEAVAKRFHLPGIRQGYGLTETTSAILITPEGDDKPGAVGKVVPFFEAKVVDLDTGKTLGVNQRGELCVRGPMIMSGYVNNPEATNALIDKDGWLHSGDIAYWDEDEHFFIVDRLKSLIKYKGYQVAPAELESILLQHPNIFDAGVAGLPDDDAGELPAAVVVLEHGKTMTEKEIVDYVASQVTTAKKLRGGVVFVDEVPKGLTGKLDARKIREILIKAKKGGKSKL
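Inhibitors were tested against purified firefly luciferase in a biochemical, low-substrate format (both substrates at 10uM) and luminescence measured with a CCD imager.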
HEK cytotox: Cytotoxic Profiling in HEK 293 Cell Line of Diverse Libraries Using Quantitative High-Throughput Screening. Potency, µM (doses to about 115 µM), inactives show at the top dose activity change, negative = cytotoxicity, hits mostly inhibitors. HEK 293 viability, ATP luminescence (CellTiter-Glo), 48-72 h. hit rate 6.6% among 94,000; further: potency means the concentration at half of the fitted maximal effect; nearly all actives have a fitted effect of over 60% in size
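Luminescence from cellular ATP, measured with CellTiter-Glo, indicates HEK 293 viability. Cells plated at 250 cells/well are treated with compound for 48 or 72 hr at 37 degree Celsius before reagent addition.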
Starred values were filed as active, the others as inactive; i = inactive; ? = inconclusive; · = not tested or not shown; [ ] = remark or other dose. Unless noted, the call rests on the fitted dose curve; in most records, active means well fitted curve in the direction sought with a large enough effect; inconclusive means small, poorly fitted or top-dose-only effect, or another doubt; inactive means no such curve, though single readings can be large; an effect the other way counts as inactive or inconclusive. Unless noted, on the % scale 0 is the no-effect control and ±100 the full control effect.

SMILES	IP6K1 inhibitor	NIH3T3 tox	SNCA viab count	SNCA expr inhib	GPT2 inh	FLuc inh	HEK cytotox
Cc1ccc(OCC(=O)Nc2ccc(OCc3cc(=O)n4cccc(C)c4n3)cc2)cc1C	6.6	·	5.3%	1.7%	·	·	·
COc1ccc(OCc2nc3c(n2Cc2ccccc2)C(=O)N(Cc2ccccc2F)CCN3)cc1OC	1.0	?	?	-19.3%	-15.9%	-5.7%	?
CCc1nc(NC(CCn2cncn2)c2ccccc2)c2cnn(C)c2n1 (centres undefined)	0.0	-11.1%	-7.3%	5.3%	-0.1%	1.5%	i
CC1(C)CC[C@]2(C(=O)O)CC[C@]3(C)C(=CCC4[C@@]5(C)CC[C@H](O[C@H]6O[C@H](C(=O)O)[C@@H](O)[C@H](O[C@@H]7O[C@H](CO)[C@H](O)[C@H](O)[C@H]7O)[C@H]6O)C(C)(C)C5CC[C@]43C)[C@@H]2C1 (some centres undefined)	1.0	·	-17.3%[12.5 µM]	·	i	·	·
COc1ccc(C(=O)NC(C(=O)NC2CC2)C2CCN(C(C)=O)CC2)cc1 (centres undefined)	8.6	0.7%	-1.7%	5.5%	-4.7%	2.3%	?
Cn1cccc1C(=O)N1CCCCCCNC(=O)[C@@H]2CCC[C@@H]21	11.5	-11.9%	3.5%	-4.6%	4.8%	4.8%	?
COc1ccc(OC)c(S(=O)(=O)N2Cc3ccccc3CC2C(=O)Nc2ccc(Cl)cc2)c1 (centres undefined)	22.2	·	-0.5%	4.9%	·	·	·
Cc1cccc(Oc2coc3cc(OCC(=O)NC4CCCCC4)ccc3c2=O)c1	3.5	·	7.5%	-17.1%	·	·	·
O=c1c2cc3c(cc2n(Cc2ccccc2)c(=O)n1Cc1nc(-c2ccccc2)no1)OCO3	1.3	·	8.9%	24.3%	·	·	·
Cc1ccc(CCNC(=O)c2cnc3c(-c4ccc(F)cc4)c(C)nn3c2C)cc1	33.4	·	6.4%	-0.7%	·	·	·
CCO[C@H]1CN(Cc2ccccc2OCC(=O)N2CCC(C)CC2)C[C@@H]1O	-1.8	-9.2%	-6.9%	-21.1%	i	0.0%	-23.6%
COC1CCOC2(CCN(C(=O)c3ccccn3)CC2)C1 (centres undefined)	15.4	0.3%	5.1%[12.5 µM]	-1.3%	i	6.1%	-13.4%
COc1ccc(-c2onc(C)c2C)cc1S(=O)(=O)NCC(C)c1ccccc1 (centres undefined)	-9.3	·	-0.6%	-25.7%	·	·	·
COc1ccccc1-c1noc(CCC(=O)N2CC[C@@](C)(O)[C@@H](O)C2)n1	13.7	i	0.4%	1.5%	-0.6%[11.5 µM]	4.6%	i
O=C(NC1CCN(C(=O)c2ccc(-c3cccs3)cc2)CC1)c1ccccc1Cl	-3.9	?	3.1%[12.5 µM]	11.4%	-5.5%	·	?
CC1=CC(=O)[C@]2(O[C@@H]3O[C@@H](C)[C@H](O)[C@@H](O)[C@H]3O)C=CO[C@@H](O[C@@H]3O[C@H](CO)[C@@H](O)[C@H](O)[C@H]3O)[C@H]12	-10.3	·	-4.2%[23.9 µM]	·	i	·	·
Cc1ccc(Cn2cnc3c(oc4ccccc43)c2=O)cc1	9.4	·	3.7%	27.9%	·	·	·
COC1CN(c2cccc(F)c2)C12CCN(S(=O)(=O)Cc1ccccc1F)CC2 (centres undefined)	7.3	?	-25.2%	11.4%	-10.8%	-2.9%	?
O=C(CSc1nc2nccnc2c(=O)n1CCc1c[nH]c2ccccc12)Nc1ccc(F)cc1	6.2	·	-10.9%	-14.0%	·	·	·
Cn1cc(CN2CCCN(S(=O)(=O)c3ccccc3)CCC(=O)NCC2)c2ccccc21	8.7	?	-18.6%	-14.5%	4.1%	-7.6%	?
O=C(CCc1c[nH]c2ccccc12)N1CCN2CCS(=O)(=O)N(C3CC3)C(=O)C2C1 (centres undefined)	-2.3	-15.7%	-6.8%	6.0%	i	-12.9%	3.0%
CCCS(=O)(=O)NCCc1ncc(C)n1C(C)C	-4.6	1.3%	2.7%	17.9%	-3.6%	-5.4%	4.1%
c1ccc(-c2nc[nH]c2-c2ccccc2)cc1	4.9	·	-15.4%[23.9 µM]	32.8%[25.6 µM]	i	·	·
O=C(CCc1ccccc1)c1c(O)c([C@@H]2O[C@H](CO)[C@@H](O)[C@H](O)[C@H]2O)c(O)c([C@@H]2O[C@H](CO)[C@@H](O)[C@H](O)[C@H]2O)c1O	15.4	·	-3.5%[23.9 µM]	·	i	·	·
O=C(NC1CC1)c1ccc(Cn2ccn3nc4c(c3c2=O)CCCC4)cc1	-0.1	?	-12.8%	39.3%[activator]	?	-13.6%	?

The list goes on:
SMILES	IP6K1 inhibitor	NIH3T3 tox	SNCA viab count	SNCA expr inhib	GPT2 inh	FLuc inh	HEK cytotox
CCC(=O)Nc1cccc(C2OC(=O)N(Cc3ccc(C)cc3)C2C(=O)NCCOC)c1 (centres undefined)	24.1	-5.2%	-9.4%	-25.4%	i	-7.4%	3.9%
COCCN1CC2CN(C(=O)c3ccco3)CC(C1)O2	-1.3	-28.7%	6.8%	4.6%	1.4%	0.0%	17.5%
Cc1noc(C)c1-c1cc2cc(CO)oc2c(-c2cccc(OC(C)C)c2)n1	-16.6	?	-12.8%[87.6 µM]	-0.4%[87.6 µM]	-20.3%[88.5 µM]	6.4%[172 µM]	89.1µM*
COc1cccc(-c2nc(SCC(=O)NCc3ccccc3)c3c(=O)n(C)c(=O)n(C)c3n2)c1	33.6	·	-1.2%	59.1%[activator]	·	·	·
CCNC(=O)c1cccnc1OC1CCN(C(=O)c2ccccc2C)C1 (centres undefined)	3.6	-2.6%	11.7%	6.2%	i	-1.3%	-3.7%
O=C([C@H]1CCCN1C(=O)c1ccccc1F)N1CCC(N2CCOC2=O)CC1	-8.7	3.4%	7.5%	2.5%	i	·	i
COc1ccc(NC(=O)c2cc3c(n2C)CCN(Cc2ccc(F)cc2)C3)cc1	-9.8	?	-4.9%	11.8%	-0.1%	?	?
COc1ccc(C)cc1NC(=O)CN(C)S(=O)(=O)c1ccc2[nH]c(=O)oc2c1	-6.4	·	6.6%	-6.7%	·	·	·
CNC(=O)c1cccc(-c2cnc3[nH]cc(CC(=O)Nc4ccccc4C)c3c2)c1	-23.5	?	-14.5%[87.6 µM]	36.9%[activator][87.6 µM]	0.8%[88.5 µM]	?	?
O=C(NCC(F)(F)F)c1cn2cc(-c3ccc(C(F)(F)F)cc3)sc2n1	-1.1	?	2.9%	17.1%	3.4%	·	?
COc1cc2c(cc1-c1ccc(S(C)(=O)=O)cc1)OCC(C)(C)CC2CO (centres undefined)	5.4	?	·	·	·	·	?
CCNC(=O)c1ccc(CSc2nc3ccncc3n2Cc2ccc(F)cc2)cc1	-4.1	·	1.2%	81.2%[activator]	·	·	·
O=C(NCc1ccco1)C1c2ccccc2C(=O)N(C2CCCCC2)C12CCCCC2 (centres undefined)	13.6	?	?	-15.2%	2.3%	3.7%	?
COc1cccc(CNC(=O)[C@@H]2C[C@@H](O)CN2C2CCN(C(=O)c3ccc(C)nc3)CC2)c1	-11.1	-7.9%	-13.3%	7.6%	i	0.0%	-17.2%
CN(C(=O)Cn1ccn2nc3c(c2c1=O)CCCC3)C1CCCCC1	25.0	-8.7%	-11.2%	13.6%	i	1.3%	-20.9%
COc1ccc(C)cc1-n1c(SCC(=O)NCc2ccco2)nc2c([nH]c3ccccc32)c1=O	26.3	·	-17.3%	6.0%	·	·	·
c1ccc(-c2nnc([C@H]3CCN(C4CCOCC4)C3)o2)cc1	15.8	-7.5%[174 µM]	-5.9%[87.6 µM]	99.5%[activator][87.6 µM]	-4.3%[88.5 µM]	?	-1.4%[172 µM]
Cn1nc(C(=O)N2CC(C)(C)C(C)(O)C2)cc1-c1cccs1 (centres undefined)	-0.2	i	2.2%	9.1%	i	0.3%	4.1%
Cc1ccccc1NC(=O)Cn1ccn2nc3c(c2c1=O)CCCCC3	13.4	-3.8%	-7.5%	3.4%	i	?	-3.0%
Cc1noc(Cn2c(=O)c3ccccc3n(CC(=O)Nc3cccc(Cl)c3C)c2=O)n1	9.7	·	-13.2%	5.5%	·	·	·
COc1ccc(N2C(=O)C3(CCCCC3)C2C(=O)N2CCN(CC(C)C)CC2)cc1 (centres undefined)	-5.0	i	-17.8%	-12.6%	3.5%	4.9%	0.9%
Cc1ccc(-n2c(COCC(=O)O)nc3cccnc32)cc1	-21.7	·	6.4%	27.0%	·	·	·
Cc1cc(=O)n(CC(=O)Nc2ccc(F)cc2F)c(-c2ccc(F)cc2)n1	0.1	-26.1%	-13.8%	2.3%	i	1.4%	?
COc1ccc(CNC(=O)CN2C(=O)NC(c3ccccc3Cl)C3=C2COC3=O)cc1 (centres undefined)	5.5	-3.8%	-2.9%	?	i	7.9%	?
O=[S+]1([O-])NC2(CCCN(Cc3ccsc3)C2)CNc2ccccc21 (centres undefined)	-4.7	-4.3%	-0.2%	29.9%	?	5.4%	-10.1%
COc1ccc(NC(=O)Cn2c(N3CCCCC3)nc(C)c(C)c2=O)cc1Cl	9.6	?	?	-22.6%	i	0.9%	25.1µM*

Ordered by molecular weight (lowest first): 8 of the compounds above
SMILES	IP6K1 inhibitor	NIH3T3 tox	SNCA viab count	SNCA expr inhib	GPT2 inh	FLuc inh	HEK cytotox
CN(C(=O)Cn1ccn2nc3c(c2c1=O)CCCC3)C1CCCCC1	25.0	-8.7%	-11.2%	13.6%	i	1.3%	-20.9%
Cc1ccccc1NC(=O)Cn1ccn2nc3c(c2c1=O)CCCCC3	13.4	-3.8%	-7.5%	3.4%	i	?	-3.0%
Cc1noc(C)c1-c1cc2cc(CO)oc2c(-c2cccc(OC(C)C)c2)n1	-16.6	?	-12.8%[87.6 µM]	-0.4%[87.6 µM]	-20.3%[88.5 µM]	6.4%[172 µM]	89.1µM*
CNC(=O)c1cccc(-c2cnc3[nH]cc(CC(=O)Nc4ccccc4C)c3c2)c1	-23.5	?	-14.5%[87.6 µM]	36.9%[activator][87.6 µM]	0.8%[88.5 µM]	?	?
COc1ccc(NC(=O)Cn2c(N3CCCCC3)nc(C)c(C)c2=O)cc1Cl	9.6	?	?	-22.6%	i	0.9%	25.1µM*
CCNC(=O)c1ccc(CSc2nc3ccncc3n2Cc2ccc(F)cc2)cc1	-4.1	·	1.2%	81.2%[activator]	·	·	·
CCC(=O)Nc1cccc(C2OC(=O)N(Cc3ccc(C)cc3)C2C(=O)NCCOC)c1 (centres undefined)	24.1	-5.2%	-9.4%	-25.4%	i	-7.4%	3.9%
COc1ccc(CNC(=O)CN2C(=O)NC(c3ccccc3Cl)C3=C2COC3=O)cc1 (centres undefined)	5.5	-3.8%	-2.9%	?	i	7.9%	?
